TRPV1 ag – HTS Assay for Compounds that Act as Agonists of the Vanilloid Receptor 1. Transient receptor potential cation channel subfamily V member 1 (Homo sapiens), Q8NER1. TRPV1-expressing cells, Fluo-8 calcium influx, agonist mode. activation, % at 8.33 µM. 0.19% of 320,000 active. AID 540275, 2011; in the data active = activation above about 80%; inconclusive = between about 30% and that limit; also: 0% is about no effect
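Fluo-8 calcium influx in TRPV1-expressing cells, kinetic read (ex 480/em 520 nm). Compound added and read 3 min for agonist activity, followed by capsaicin at EC20 final and 2 min further read for enhancement.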
NPC1 promoter act – qHTS Assay for NPC1 Promoter Activators. Huh7 NPC1 promoter luciferase reporter, 24 h. Potency, µM (series often up to 9.22 µM), for the others: at the top dose activation, most hits filed as activators. AID 485313, 2010. 2.4% of 320,000 active;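 also: potency is read from the fitted curve at half-maximal effect; % of control where 0% means no effect; nearly all actives have a fitted effect of over 60% in size; reporter is driven by a mutant NPC1 promoter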
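Luciferase expression driven by the NPC1 promoter was measured in stably transfected Huh7 cells after a 24 h compound incubation, using a luciferase reagent and a luminescence read.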
p53 reactivator – qHTS assay for re-activators of p53 using a Luc reporter. Potency, µM (doses to about 92.2 µM), without a hit: at the top dose activity change, positive = activation, most hits filed as activators. H1299 p53-A138V BP100-luciferase reporter, luminescence, 24 h. 0.063% of 320,000 active; also: potency is read from the fitted curve at half-maximal effect; % of control where 0% means no effect; nearly all actives have a fitted effect of over 45% in size
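p53-null H1299 cells stably carrying temperature-sensitive p53-A138V and a BP100-luciferase reporter were pinned with compounds (4-point, 1:5 series) and held 24 hrs at 37 deg C. Luminescence was read 10 min after detection reagent.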
BRCA1 expr act – qHTS Assay to Identify Small Molecule Activators of BRCA1 Expression. Potency, µM (doses to about 46.1 µM), for inactives: at the highest dose activation, hits mostly activators. MCF7-BRCA1-FFLuc reporter, luminescence, 48 h; response scale: scaled: vehicle 0%, 10 µM genistein 100%. 1.1% of 380,000 active; also: potency is read from the fitted curve at half-maximal effect; nearly all actives have a fitted effect of over 80% in size; some results filed as inactive show a strong effect at the top dose
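Quantitative HTS in MCF7 cells stably reporting BRCA1 expression via firefly luciferase. Compound treatment lasts 48 h at 37 °C in phenol-red free MEM. Activation is expressed relative to genistein at 10 microM and DMSO.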
ELG1 DNA repair – qHTS screen for small molecules that inhibit ELG1-dependent DNA repair in human embryonic kidney (HEK293T) cells expressing luciferase-tagged ELG1; 2.3% of 330,000 active; HEK293T ELG1-luciferase reporter, luminescence, 16 h; DNA damage induced by 5-fluorouridine; AID 504467, 2011; Potency, µM (top dose mostly 46.1 µM), inactives show at the highest dose activity change, negative = inhibition, usual class: inhibitors; also: potency is read from the fitted curve at half-maximal effect; % is scaled to controls: 0 for no effect and ±100 for the full control effect; nearly all actives have a fitted effect of over 55% in size
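DMSO vehicle served as the neutral condition. Each well held 2,000 cells given 5-fluorouridine plus compound; after 16 hr at 37 °C/5% CO2, ONE-Glo was added and luciferase measured 30 min later.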
Tb PFK inh – qHTS Assay to Find Inhibitors of T. brucei phosphofructokinase; Potency, µM (series often up to 57.5 µM), for the others: at the highest dose activity, negative = inhibition, actives largely listed as inhibitors; ATP-dependent 6-phosphofructokinase (Trypanosoma brucei brucei), O15648; 0.17% of 330,000 active; T. brucei PFK, ADP-Glo luminescence;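 also: potency is read from the fitted curve at half-maximal effect; 0% = uninhibited 1x PFK enzyme wells and -100% = no-enzyme wells; nearly all actives have a fitted effect of over 60% in size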
Target sequence (O15648 whole entry, looked up): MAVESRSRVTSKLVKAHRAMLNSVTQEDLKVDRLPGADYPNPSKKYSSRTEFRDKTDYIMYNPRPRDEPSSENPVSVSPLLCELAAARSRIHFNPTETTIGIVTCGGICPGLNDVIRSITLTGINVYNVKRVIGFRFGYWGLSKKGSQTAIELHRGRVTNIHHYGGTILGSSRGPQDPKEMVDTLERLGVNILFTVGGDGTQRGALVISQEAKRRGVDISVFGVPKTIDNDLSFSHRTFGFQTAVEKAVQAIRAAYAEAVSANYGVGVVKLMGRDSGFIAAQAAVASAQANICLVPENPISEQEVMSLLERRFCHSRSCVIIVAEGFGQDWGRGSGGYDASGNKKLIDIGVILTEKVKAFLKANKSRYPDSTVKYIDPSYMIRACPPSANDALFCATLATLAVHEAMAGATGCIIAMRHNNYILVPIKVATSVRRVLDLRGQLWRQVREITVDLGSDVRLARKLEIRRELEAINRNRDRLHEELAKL
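1.25 nM PFK with 0.5 mM F6P and 0.1 mM ATP in 0.1 M TEA pH 8.0, 5 mM MgCl2, incubated 45 min at room temperature; ADP measured by ADP-Glo luminescence; compounds titrated up to 57 uM.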
ELG1 genotox – qHTS screen for small molecules that induce genotoxicity in human embryonic kidney (HEK293T) cells expressing luciferase-tagged ELG1 | AID 504466, 2011 | Potency, µM (titrated, usually from 46 µM), for inactives: at the highest dose activity change, positive = activation, most hits filed as activators | HEK293T ELG1-luciferase reporter, luminescence, 16 h | 1.3% of 330,000 active; also: potency is read from the fitted curve at half-maximal effect; % of control where 0% means no effect; nearly all actives have a fitted effect of over 60% in size
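DMSO vehicle served as control against compound-treated ELG1-luciferase HEK293T cells; exposure lasted 16 hr at 37 °C and 5% CO2, followed by ONE-Glo luminescence detection after 30 min.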
RORgamma inh – qHTS for inhibitors of ROR gamma transcriptional activity. Nuclear receptor ROR-gamma (Mus musculus), P51450. Drosophila S2 Gal4-RORgamma UAS-luciferase reporter, 20 h. Potency, µM (highest dose often 53.6 µM), inactives show top-dose activity change, negative = inhibition, usual class: inhibitors. 5.4% of 310,000 active; also: potency is read from the fitted curve at half-maximal effect; % is scaled to controls: 0 for no effect and ±100 for the full control effect; nearly all actives have a fitted effect of over 60% in size
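Stably transfected Drosophila Schneider cells are the test system, with ROR gamma fused to Gal4 and luciferase under UAS control; luminescence is read after 20 hr of 700 uM copper sulfate induction at ambient temperature.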
VP16 counter – VP16 counterscreen qHTS for inhibitors of ROR gamma transcriptional activity; Drosophila S2 Gal4-VP16 UAS-luciferase, luminescence, 20 h; Potency, µM (series often up to 53.6 µM), inactives show top-dose activity, negative = inhibition, hits mostly inhibitors; 3.5% of 310,000 active; AID 2546, 2010;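 also: Gal4-VP16 expression switched on by copper sulfate through the metallothionein promoter; potency is read from the fitted curve at half-maximal effect; % is scaled to controls: 0 for no effect and ±100 for the full control effect; nearly all actives have a fitted effect of over 50% in size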
Rab9 promoter act – qHTS Assay for Rab9 Promoter Activators. Huh7 Rab9 promoter-luciferase reporter, luminescence, 24 h. Potency, µM (top dose mostly 9.22 µM), for the others: at the top dose activation, negative = inhibition, most hits filed as activators. 2.8% of 320,000 active. AID 485297, 2010; also: potency is read from the fitted curve at half-maximal effect; % of control where 0% means no effect; nearly all actives have a fitted effect of over 60% in size
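Luciferase signal after 10 min detection reagent at ambient indicates Rab9 promoter upregulation; stably transfected Huh7 cells were treated 24 h with compound in DMSO at 37 °C, 5% CO2.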
FLuc modulator – qHTS profiling assay for firefly luciferase inhibitor/activator using purifed enzyme and Km concentrations of substrates (counterscreen for miR-21 project) | purified FLuc, Km substrates, luminescence inhibition | Potency, µM (doses to about 57.5 µM), for the others: at the highest dose activity change, negative = inhibition, most hits filed as inhibitors | Luciferin 4-monooxygenase (Photinus pyralis), P08659 | 6.9% of 360,000 active;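 also: potency is read from the fitted curve at half-maximal effect; plate controls were vehicle for no effect and reference inhibitor for full effect; nearly all actives have a fitted effect of over 55% in size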
Target sequence (P08659 whole entry, looked up): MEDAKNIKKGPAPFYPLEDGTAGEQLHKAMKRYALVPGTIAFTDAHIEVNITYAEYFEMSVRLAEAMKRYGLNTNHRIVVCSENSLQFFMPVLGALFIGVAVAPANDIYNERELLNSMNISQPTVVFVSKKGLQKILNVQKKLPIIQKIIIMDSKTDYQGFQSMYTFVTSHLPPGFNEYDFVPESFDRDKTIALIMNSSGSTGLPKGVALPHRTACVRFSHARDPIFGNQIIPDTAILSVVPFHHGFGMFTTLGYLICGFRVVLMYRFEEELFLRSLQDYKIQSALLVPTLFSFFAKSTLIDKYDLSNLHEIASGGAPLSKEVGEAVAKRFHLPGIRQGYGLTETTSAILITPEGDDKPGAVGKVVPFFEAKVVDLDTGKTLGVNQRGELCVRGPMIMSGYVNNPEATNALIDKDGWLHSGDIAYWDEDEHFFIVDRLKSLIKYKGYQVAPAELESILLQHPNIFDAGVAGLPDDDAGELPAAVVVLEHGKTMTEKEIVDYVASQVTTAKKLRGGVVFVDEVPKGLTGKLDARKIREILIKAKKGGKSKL
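Purified P. pyralis luciferase (10nM final) with 10uM D-luciferin and 10uM ATP (Km levels) in 50mM Tris acetate pH 7.5, 10mM Mg acetate, 0.01% Tween-20, 0.05% BSA; qHTS 6-point titration, ~60 µM downward; luminescence read.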
Numbers without * were called inactive; i = inactive; ? = inconclusive; . = no result given; & = joins results of further samples; [ ] = another dose, or the depositor's remark. Unless noted, calls follow the shape of the dose curve; as a rule, active = well fitted curve in the direction sought with a large enough effect; inconclusive = small, poorly fitted or top-dose-only effect, or another doubt; inactive = no such curve, though single readings can be large; an effect the other way counts as inactive or inconclusive.

SMILES	NPC1 promoter act	Rab9 promoter act	VP16 counter	ELG1 DNA repair	BRCA1 expr act	ELG1 genotox	p53 reactivator	TRPV1 ag	FLuc modulator	Tb PFK inh	RORgamma inh
O=C(N/N=C/C1CC=CCC1)c1cc2ccccc2cc1O (stereo not given)	-1%	2%	?	-14%	-26%	4%	9%	0	-82%	1%	10µM*
O=C(CC(c1ccccc1)c1ccco1)N1CCOCC1 (stereo not given)	-1%	-3%	-1%	11%	3%	3%	-1%	2	3%	-6%	1%
COc1ccc(C(=O)COC(=O)Cn2cnc3c2c(=O)n(C)c(=O)n3C)c(OC)c1	1%	2%	1%	1%	9%	-1%	4%	2	0%	-1%	11%
CCCn1nnc(NC(=S)NC(=O)Cc2ccccc2)n1	2%	-1%	1%	18%	0%	-2%	3%	-4	-7%	2%	0.25µM*
Cc1c(O)c(CN(C)C)cc2c1oc(=O)c1ccccc12	-4%	-9%	-7%	-5%	13%	0%	1%	1	0%	5%	1%
CCc1cccc(CC)c1NC(=O)CN1C2CCCC1CC(NC(=O)Nc1cccc(OC)c1)C2 (stereo not given)	-6%	-8%	7%	?	-43%	-8%	3%	11	-2%	-3%	22%
O=C(NCc1ccc(F)cc1)C1CCCN(S(=O)(=O)c2cccc3nsnc23)C1 (stereo not given)	-4%	-1%	-5%	?	-26%	-7%	-2%	4	0%	1%	?
COC(=O)[C@@H](NC(=O)N(C1CCCCC1)C1CCCCC1)C(C)C	2%	2%	0%	-4%	10%	-1%	-1%	2	1%	3%	-5%
O=C(c1ccc(S(=O)(=O)N2CCOCC2)cc1)N1CCc2ccccc2C1	-3%	-4%	.	5%	-37%	7%	-4%	20	6%	-13%	-23%[0.365 µM]
CCOC(=O)c1c(-c2ccccc2)oc2ccc(OCC(=O)O)cc12	-2%	-7%	-17%	13%	0%	0%	-1%	-2	-7%	0%	1%
O=C(Cc1n[nH]c(=O)[nH]c1=O)N/N=C/c1c(O)ccc2ccccc12	4%	-13%	3%	?	0%	-2%	3%	-3	-20%	-9%	30%
O=C(COC(=O)CCN1C(=O)/C(=C\C=C\c2ccccc2)SC1=S)Nc1ccc(Br)cc1	-7%	-7%[1.84 µM]	?	-2%	-43%	12%	-8%	0	?	-8%	-40%
CCOC(=O)C1=C(C)NC(=O)C(C(N)=O)C12CCCCC2 (stereo not given)	3%	7%	-7%	-2%	0%	9%	0%	0	2%	-3%	-18%
CC(=O)O/N=C(/c1nonc1N)N(C)C	-3%	-15%	-3%	3%	-18%	-1%	15%	-2	?	-21%	-9%
C=CCCN(C(CC(C)C)C(=O)OC)S(=O)(=O)c1cc(Br)ccc1Br (stereo not given)	0%	-1%	-2%&18%	8%	-27%	-6%	2%	1	0%	-2%	41%&0%
CC(=O)Nc1ccc(NC(=O)C(C)Sc2n[nH]c(=O)n2Cc2ccccc2)cc1 (stereo not given)	-2%	3%	0%	3%	-15%	14%	1%	-3	0%	1%	-4%
CC1CCCCC12NC(=O)N(CC(=O)N1CCc3ccccc3C1)C2=O (stereo not given)	1%	-2%	.	-4%	-3%	-2%	-6%	6	3%	-9%	.
COc1ccc(C(=S)N2CCN(C)CC2)cc1	6%	3%	9%	2%	8%	2%	-2%	0	-3%	-17%	-31%
CC(C)CN(C(=O)COC(=O)c1ccc2ccccc2n1)C1CCS(=O)(=O)C1 (stereo not given)	-2%	-5%	-1%	5%	-12%	0%	4%	0	-3%	-1%	-7%
O=C(Nc1cccc2ccccc12)N1N=CCC1c1ccccc1 (stereo not given)	?	?	-9%	?	?	?	23%	10	?	5%	16%

Following part:
SMILES	NPC1 promoter act	Rab9 promoter act	VP16 counter	ELG1 DNA repair	BRCA1 expr act	ELG1 genotox	p53 reactivator	TRPV1 ag	FLuc modulator	Tb PFK inh	RORgamma inh
Clc1ccc(OCc2nc3ccccc3[nH]2)cc1	2µM*	1.1µM*	-3%	?	3.2µM*	?	9%	?	3.4µM*	?	?
CCOc1ccc(NC(=O)Nc2cc(C(C)C)ccc2C)cc1	-3%	2%	2%	13%	.	?	1%	5	0%	-4%	-11%
CC(=O)/C(=N/Nc1ccccc1)N1CCOCC1	-1%	-4%	-4%[0.365 µM]	14%	8%	7%	-6%	8	4%	-7%	-5%
COCCn1c(N2CCN(c3ccc(OC)cc3)CC2)nc2c1c(=O)[nH]c(=O)n2C	-3%	1%	2%	-9%	41%	1%	-8%	7	5%	4%	?
CCn1cc(C(=O)NC2CCCCC2C)c(=O)c2ccc(C)nc21 (stereo not given)	.	.	-4%	.	-8%	.	.	11	3%	.	1%
COc1ccc(NC(=O)COC(=O)c2cccc(S(=O)(=O)N3CCCCC3)c2)c(OC)c1	-5%	1%	.	14%	11%	0%	1%	2	4%	-2%	.
CSc1nnc2c(n1)OC(c1ccc(C(=O)O)cc1)N(C(C)=O)c1ccccc1-2 (stereo not given)	1%	0%	7%	12%	-17%	2%	2%	1	1%	-2%	-20%
N#Cc1ccc(CN2CCN(C(=O)c3ccc(S(=O)(=O)NCc4ccco4)cc3)CC2)cc1	-9%	-11%	.	?	-1%	-7%	6%	-2	-1%	0%	.
COc1ccc(Br)cc1/C=N/NC(=O)CNC(=O)/C=C/c1ccccc1	-1%	4%	-11%	2%	-55%	1%	-15%	5	8%	-3%	?
CC(=O)C1=C(O)C(=O)N(c2ccc(Br)cc2)C1c1ccc(Br)cc1 (stereo not given)	0%	7%	-3%	1%	-24%	-9%	10%	2	9%	1%	-35%
CCOCc1nnc(NC(=O)CSc2ccccc2)s1	-2%	0%	0%	6%	-1%	-2%	9%	-5	0%	-13%	-44%
COc1cc(OC)c2c(c1)C(=O)OC2	-2%	3%	-7%	?	-22%	9%	-8%	5	0%	-3%	-9%
COc1ccc(NC(=O)CSc2nnc(Cn3c(=O)sc4ccccc43)n2C)cc1OC	-4%	-4%	4%	4%	3%	4%	-4%	-1	2%	9%	26%
CC(C)c1ccc(C(=O)N2CCN(CCO)CC2)cc1	-1%	0%	-1%	0%	4%	-2%	26%	0	-1%	0%	-3%
O=C(NC1CCOc2ccccc21)C1CCCC1 (stereo not given)	-1%	-1%	-2%	-19%	-4%	-4%	-5%	-2	2%	-3%	-7%
Cc1cc(NC(=O)CCC(=O)N(CC2CCCO2)C(C(=O)NC2CCCC2)c2cccnc2)no1 (stereo not given)	-1%	-8%	4%	-1%	12%	-1%	-4%	-1	3%	-1%	-1%
CC(C)CCSc1nc2c(c(=O)[nH]c(=O)n2C)n1CCc1ccccc1	0%	1%	-4%	3%	-30%	11%	-2%	5	0%	-9%	-26%
CC(C)(C)C(=O)O/N=C(\N)COc1cccc(Cl)c1	3%	-1%	0%	7%	3%	8%	13%	6	17µM*	-1%	11%
Cc1cc(NC(=O)CSc2ccc3nnc(-c4cccnc4)n3n2)no1	2%	-3%	-10%	0%	-15%	5%	0%	1	9%	2%	?
CC(C)N(Cc1nnc(-c2ccc(Cl)cc2)o1)C(=O)C1=COCCO1	-1%	-1%	.	-3%	27%	7%	-6%	-2	-3%	-1%	.

More entries
SMILES	NPC1 promoter act	Rab9 promoter act	VP16 counter	ELG1 DNA repair	BRCA1 expr act	ELG1 genotox	p53 reactivator	TRPV1 ag	FLuc modulator	Tb PFK inh	RORgamma inh
COc1cc(/C=N/NC(N)=O)cc([N+](=O)[O-])c1O	-2%	-4%	1%	16%	-8%	5%	6%	3	-17%	0%	5%
CCC(CC)C(=O)Nc1cccc(/C(C)=N/NC(=O)c2c(Br)cnn2C)c1	-3%	5%	-6%	-6%	3%	0%	0%	3	-5%	0%[0.46 µM]	-24%
C/C(CCc1oc2ccc(Br)cc2c1-c1ccc(C)o1)=N/O	-3%	-1%	-8%	-21%	-43%	0%	-15%	21	1%	-7%	26%
CCOC(=O)[C@@H](CCc1ccccc1)N[C@H](C)C(=O)N1[C@H](C(=O)O)C[C@@H]2CCC[C@@H]21	-2%	3%	7%	-15%	20%	1%	.	8	2%	1%	-10%
CCCCC[C@]12Cc3cc(OC)c(OC)cc3[C@H](O1)c1c(cc(C)oc1=O)O2	-3%[1.84 µM]	-5%[1.84 µM]	1%[10 µM]	.	.	.	.	i	2%[11.5 µM]	4%[11.5 µM]	1%[10 µM]

Screening data: PubChem BioAssay, National Center for Advancing Translational Sciences (NCATS)
